SENP8 block-1: SENP8 (human) protease inhibition; Q96LD8; AID 602440; inhibition, % at 20 µM; 0.64% of 360,000 active; recombinant SENP8, Nedd8 substrate fluorescence; in the data active means inhibition mostly above about 40%, no sharp cut-off; inactive means mostly below about 27%
SENP8 block-2: blocks the human protease SENP8; 1.2% of 330,000 active; Q96LD8; inhibition, % at 10 µM; purified SENP8, Z-RLRGG-aminoluciferin cleavage, luminescence; AID 2540; in the data active means inhibition above about 50%
SENP6 inh: inhibitors of human SENP6 protease | Recombinant SENP6 catalytic domain, aminoluciferin luminescence | inhibition, % at 10 µM | 1.8% of 330,000 active | AID 2599;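 active means inhibition above about 50% at the single tested dose, limit read from the data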;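 further: plate controls were DMSO wells with enzyme for no effect and DMSO wells lacking enzyme for full effect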
HKDC1 inh: blocks human hexokinase HKDC1 activity; recombinant HKDC1, G6PDH/diaphorase resazurin coupled fluorescence; inhibition, % at 20 µM; 0.16% of 340,000 active; AID 493160;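 active means inhibition above about 35% when tested at 20 µM, limit read from the data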;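 further: plate controls were DMSO wells with enzyme for no effect and DMSO wells lacking enzyme for full effect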
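Assay system – recombinant HKDC1 (HK5) hexokinase enzyme, produced in-house · Input – HKDC1 at 5 µg/mL · Reagent – glucose plus 1 mM ATP as hexokinase substrates · Timing – 90 min reaction incubation at room temperature, dark · Measured by – G6PDH/diaphorase-coupled fluorescence, 1 mM NADP, 100 µM resazurin, 525/613 nm · Benchmarks – DMSO-enzyme wells negative, buffer-substituted wells positive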
SENP7 block: blocks the human protease SENP7; Q9BQF6; recombinant SENP7, Z-RLRGG-aminoluciferin luminescence, 40 min; inhibition, % at 5 µM; 1.5% of 330,000 active; AID 434973;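 active means inhibition above about 50% at the single test dose, limit read from the data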;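 further: plate controls were DMSO with enzyme for no effect and no enzyme buffer wells for full effect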
SENP1 inh: SENP1 (human) catalytic domain inhibition; AID 624204; recombinant SENP1 catalytic domain, CyPet-SUMO1-YPet FRET cleavage; 0.21% of 360,000 active; inhibition, % at 10 µM; Q9P0U3;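 active means inhibition at least 30% at 10 µM, raw YFP signal under a set limit, fluorescence ratio 0.5 to 1.5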;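 further: 0% = enzyme with DMSO and 100% = no enzyme wells; some results filed as inactive read as strong as hits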
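Assay system: hSENP1 catalytic domain, recombinant. Amount: SENP1 enzyme, 20 pM final. Schedule: 50 min reaction, RT, dark. Technique: FRET, CFP and YFP emission. Control set: no-enzyme wells low, DMSO-plus-enzyme wells high control.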
PfGluPho inh: PfG6PD (Plasmodium falciparum) enzyme inhibition. 0.78% of 350,000 active. inhibition, % at 20 µM. PfGluPho enzyme, NADPH resazurin-diaphorase fluorescence;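 active means inhibition reaching at least a set limit at 20 µM in the primary screen, cut at about 59% in these data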;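 further: 0% = DMSO wells with substrate and 100% = DMSO wells lacking glucose-6-phosphate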
Apaf1 inhib: blocks human Apaf-1 apoptosome activity. O14727. reconstituted apoptosome caspase-3 activity, DEVD-Rh110 fluorescence. inhibition, % at 20 µM. 0.71% of 330,000 active; active means inhibition of at least 40% at 20 µM;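 further: plate controls were DMSO wells for no effect and DEVD-CHO caspase inhibitor wells for full effect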
Target sequence (O14727 whole entry, looked up): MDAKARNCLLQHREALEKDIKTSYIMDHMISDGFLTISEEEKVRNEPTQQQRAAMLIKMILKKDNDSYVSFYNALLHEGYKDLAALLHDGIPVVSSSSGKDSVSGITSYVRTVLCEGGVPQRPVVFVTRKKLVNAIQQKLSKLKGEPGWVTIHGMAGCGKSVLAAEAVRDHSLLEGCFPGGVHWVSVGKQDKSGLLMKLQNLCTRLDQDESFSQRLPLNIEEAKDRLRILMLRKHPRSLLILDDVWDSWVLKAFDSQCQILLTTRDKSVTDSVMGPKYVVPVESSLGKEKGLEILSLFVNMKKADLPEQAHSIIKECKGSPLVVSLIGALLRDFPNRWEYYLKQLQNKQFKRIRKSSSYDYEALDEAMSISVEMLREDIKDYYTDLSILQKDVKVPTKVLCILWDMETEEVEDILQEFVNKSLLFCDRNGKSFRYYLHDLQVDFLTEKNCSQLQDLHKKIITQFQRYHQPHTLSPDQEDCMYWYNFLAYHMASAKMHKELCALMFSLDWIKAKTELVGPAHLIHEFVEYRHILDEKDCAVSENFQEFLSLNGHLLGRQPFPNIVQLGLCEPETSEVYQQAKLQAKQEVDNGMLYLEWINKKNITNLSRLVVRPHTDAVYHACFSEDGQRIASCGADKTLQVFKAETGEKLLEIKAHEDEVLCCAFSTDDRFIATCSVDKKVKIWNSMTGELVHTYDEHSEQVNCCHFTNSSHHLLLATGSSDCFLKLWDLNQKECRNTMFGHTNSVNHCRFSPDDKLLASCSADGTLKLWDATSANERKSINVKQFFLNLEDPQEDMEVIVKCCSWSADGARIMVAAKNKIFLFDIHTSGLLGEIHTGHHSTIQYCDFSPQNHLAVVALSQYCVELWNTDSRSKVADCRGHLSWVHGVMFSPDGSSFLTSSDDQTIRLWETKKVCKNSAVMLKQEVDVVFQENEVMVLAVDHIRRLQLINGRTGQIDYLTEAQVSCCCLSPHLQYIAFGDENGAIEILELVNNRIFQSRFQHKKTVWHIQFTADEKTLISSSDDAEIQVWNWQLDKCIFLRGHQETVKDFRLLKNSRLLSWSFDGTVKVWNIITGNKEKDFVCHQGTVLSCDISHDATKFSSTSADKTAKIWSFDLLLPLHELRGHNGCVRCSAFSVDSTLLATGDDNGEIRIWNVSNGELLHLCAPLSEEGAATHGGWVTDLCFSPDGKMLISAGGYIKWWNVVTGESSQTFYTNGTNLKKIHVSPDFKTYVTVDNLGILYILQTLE
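System – cell-free apoptosome with Apaf-1, procaspase-3 and caspase-9 · Buffer or medium – pH 7.5 Hepes buffer with CHAPS, BSA, DTT · Also added – cytochrome c with DEVD-Rh110 · Times – 30 min compound preincubation, 50 min activation, room temperature · Technique – Rh110 fluorescence intensity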
* = called active by the depositor; . = no result given.

compound	HKDC1 inh	Apaf1 inhib	PfGluPho inh	SENP7 block	SENP8 block-2	SENP6 inh	SENP8 block-1	SENP1 inh
Cc1cccc2c(N)c3c(nc12)CCCC3 (tested in a mixture with another compound)	-9	.	-9	.	.	.	-56	2
OCCN1CCN(c2nc(-c3ccccc3)c3cc(Br)ccc3n2)CC1	-3	14	-3	6	0	5	-75	-84
Cn1c(=O)c2c(nc(Cl)n2CC(=O)NC2(C#N)CCCCC2)n(C)c1=O	-6	9	-4	-8	-4	-5	12	0
O=C(CC1CCCC1)NNC(=O)c1ccc(Br)cc1	-6	-2	4	-4	7	13	8	2
O=S(=O)(c1ccc(Cl)c(NC(=S)Nc2ccccc2N2CCOCC2)c1)N1CCOCC1	14	6	-2	-1	-5	2	16	1
CCOCCCNC(=O)Cc1ccc(Br)cc1	-11	-4	-11	6	-6	3	8	3
CC(OC(=O)c1ccccn1)C(=O)Nc1nc(-c2ccc(F)c(F)c2)cs1 (configuration not stated)	-2	8	-4	1	6	13	4	1
CC(C)(C)NC(=O)Cc1ccc(S(=O)(=O)N2CCCC2)s1	-2	13	1	-2	-3	-33	10	7
CCOC(=O)C1=C(C)N(C)C(C)=C(C(=O)OCC)C1c1cccnc1	0	2	-7	-12	-3	-6	-100	1
Cc1ccc(C)c(N=C2NC(=O)CS2)c1	-5	-12	-6	0	8	5	19	-2
COCC1CCN(C(=O)c2cc(COc3ccc(-n4cncn4)cc3)on2)CC1	0	2	-10	-2	4	1	-5	2
Cn1c(=O)c2c(ncn2CC(=O)N/N=C/C=C/c2ccccc2)n(C)c1=O	8	-3	14	-8	-5	-5	13	2

Whole records from above. Values in the order: HKDC1 inh | Apaf1 inhib | PfGluPho inh | SENP7 block | SENP8 block-2 | SENP6 inh | SENP8 block-1 | SENP1 inh
Shown for `Cc1cccc2c(N)c3c(nc12)CCCC3` (tested in a mixture with another compound) → -9 | . | -9 | . | . | . | -56 | 2
Shown for `Cc1ccc(C)c(N=C2NC(=O)CS2)c1` → -5 | -12 | -6 | 0 | 8 | 5 | 19 | -2
Shown for `Cn1c(=O)c2c(ncn2CC(=O)N/N=C/C=C/c2ccccc2)n(C)c1=O` → 8 | -3 | 14 | -8 | -5 | -5 | 13 | 2
Shown for `O=C(CC1CCCC1)NNC(=O)c1ccc(Br)cc1` → -6 | -2 | 4 | -4 | 7 | 13 | 8 | 2

(cont.)
compound	HKDC1 inh	Apaf1 inhib	PfGluPho inh	SENP7 block	SENP8 block-2	SENP6 inh	SENP8 block-1	SENP1 inh
COc1cc(C2C(C(=O)C(C)(C)C)=C(O)C(=O)N2Cc2ccccc2)ccc1O (configuration not stated)	-1	-7	-32	-4	-3	2	10	3
N/C(=N\OC(=O)C(c1ccccc1)c1ccccc1)c1cccnc1	4	9	-8	-7	3	6	14	3
CCOC(=O)c1ccc(NC(=O)CCc2ccc(CC)o2)cc1	16	4	25	8	-1	0	-10	-1
COc1ccc(S(=O)(=O)N(Cc2ccccc2)Cc2nc(-c3ccccc3)no2)cc1	-3	16	9	-3	0	-4	3	1
Cc1ccc(S(=O)(=O)/N=C(\CCl)N2CCOCC2)cc1	4	.	-10	.	.	.	1	-1
CN(CC(=O)Nc1ccccc1Cl)C(=O)COC(=O)CSc1ccc(F)cc1	-5	3	-6	1	18	7	12	4
Oc1ccc(Br)cc1-c1n[nH]c(=S)n1Cc1ccccc1	2	5	12	-7	2	1	-34	2
O=C(O)CC(=O)Nc1ccccc1	-4	11	2	-3	-10	-5	4	1
O=[N+]([O-])c1ccccc1/C=N/Nc1nc(N2CCCC2)nc(N2CCCC2)n1	1	19	-4	7	1	-20	4	1
COc1ccc(C2NCCc3c2[nH]c2ccccc32)cc1CN1CCc2cc(OC)c(OC)cc2C1C (configuration not stated)	-4	.	2	.	.	.	-21	-41
CCCCC/C=N/NC(=O)c1[nH]c2ccc([N+](=O)[O-])cc2c1C	-1	-6	9	-2	-11	-23	24	2
O=c1cc(CN2CCN(C/C=C/c3ccccc3)CC2)c2cc(O)ccc2o1	3	15	3	1	7	-5	-56	0
CC(C)Oc1ccc(CN2CCC(n3nccc3NC(=O)C3CC3)CC2)cc1	-5	-10	3	0	7	13	0	1
CCCN=C(N)/C(C(=O)OCC)=C(\O)c1ccc(OC)cc1	-6	5	-2	9	-2	2	19	0
Cc1ccc(NC(=O)CCCNC(=O)c2ccc(Cl)cc2)cc1S(=O)(=O)N1CCOCC1	-1	-1	-11	3	-3	-7	9	2
COC(=O)c1cc(NS(=O)(=O)c2ccc(NCc3cccnc3)c([N+](=O)[O-])c2)cc(C(=O)OC)c1	1	14	-31	4	-6	1	24	1
Clc1nc(Cl)nc(NCCC2=CCCCC2)n1	-1	-8	6	7	4	2	-2	0
CC(NC(=O)Cc1cccs1)C(c1cccs1)N1CCN(c2ccccc2)CC1 (configuration not stated)	-4	-1	7	-10	-3	-6	19	1
Cc1ccc(C)c(S(=O)(=O)NC(C)C(=O)NCc2ccccn2)c1 (configuration not stated)	-7	-5	-7	2	5	3	7	0
O=C(Cc1cccs1)N1CCCC(c2nc3c(nnn3Cc3ccc(F)cc3)c(=O)[nH]2)C1 (configuration not stated)	-9	-4	-1	4	-4	-11	5	0
CCN(CC)S(=O)(=O)c1ccc(C(=O)Nc2cc(C)cc(C)c2)cc1	6	24	15	-9	-8	-15	10	2
Cc1ccccc1-c1nc(CS(=O)(=O)CC(=O)NCCN2CCOCC2)c(C)o1	-4	-2	-15	-5	0	19	10	1
COc1ccccc1C(=O)NNC(=O)c1ccccc1Br	-6	-12	2	12	1	-22	2	1
c1ccc(NCc2cccnc2)cc1	-10	2	-15	-6	-7	-22	35	4
CSc1ccc(S(=O)(=O)N2CCC(C(=O)NC3CC3)CC2)cc1	-4	4	17	6	-1	-12	11	-1
CC(=O)N1CCN=C1SCc1cccc(Cl)c1	-3	2	-2	-4	-1	-8	-2	2
COc1cc(NC(=O)c2cc3nc(C)cc(C)n3n2)c(OC)cc1Cl	9	4	5	0	-10	-4	-212	-3
O=C(O)c1ccccc1C(c1ccccc1)c1ccccc1O (configuration not stated)	-5	.	-17	.	.	.	20	2
Cc1cccc(NS(=O)(=O)c2ccc(C)c(C(=O)NCc3cccnc3)c2)c1	2	0	1	-3	0	-7	6	1
Cc1ccc(/C=C(/NC(=O)c2ccccc2)C(=O)NCCc2c[nH]c3ccccc23)o1	1	10	8	2	4	16	-8	0
COc1ccccc1OCCNC(=O)c1cc(=O)[nH]c2ccccc12	-2	-1	-11	6	-3	0	-94	-1
Cc1ccc2[nH]c3c(=S)nc[nH]c3c2c1	-4	.	36	.	.	.	-49	-14
CCCc1cc(=O)oc2cc(OCC(=O)N3CCOCC3)c(Cl)cc12	-1	7	5	0	-10	-30	-101	-1
N#Cc1c(NC(=O)c2nc3ncccn3n2)sc2c1CCCCC2	1	0	-24	-4	-12	25	-14	-2
COc1ccccc1N1CCN(C2CC(=O)N(c3ccccc3)C2=O)CC1 (configuration not stated)	-1	-15	-7	7	-8	7	4	-2
CCN1C[C@@H]2[C@@H]3C(=O)N(C)C(=O)[C@@H]3[C@](CC)(C1=O)N2C(=O)c1ccccc1	-6	.	5	.	.	.	20	4
COc1ccccc1C1/C(=C(/O)c2ccccc2)C(=O)C(=O)N1CC(C)C (configuration not stated)	-4	-6	42	3	-8	4	14	1
O=C(NNS(=O)(=O)c1ccccc1)c1ccc(S(=O)(=O)N2CCCCC2)cc1	-5	-12	-15	2	6	15	27	2
COc1ccc(S(=O)(=O)N(C)c2ccc(C(=O)NCc3ccco3)cc2)cc1	-4	12	-1	-7	3	9	2	0
Cc1ccc(S(=O)(=O)Nc2ccc(-n3c(C)nc4ccccc4c3=O)cc2)cc1	7	5	-13	-4	13	2	-1	4
COc1ccc(C2c3sc(=O)[nH]c3SC3C4CCC(C4)C23)cc1 (configuration not stated)	-6	17	-21	0	2	6	19	-2
CCn1c(SCC(=O)Nc2ccccc2N2CCCCC2)nc2c1c(=O)n(C)c(=O)n2C	0	13	-10	4	0	-10	8	0
CC(/C=N/n1c(-c2n[nH]c3c2CCC3)n[nH]c1=S)=C\c1ccco1	8	6	21	-7	-11	-16	7	-1
COc1ccc(CNC(=O)CCc2c(C)nc3cc(-c4ccccc4OC)nn3c2C)cc1	-3	-5	-17	10	-7	-6	-456	2
NNC(=O)c1cccc(COc2ccccc2Br)c1	-3	4	-2	14	-2	6	24	-1
O=C(NC(=S)N1CCN(c2ccccn2)CC1)c1ccccc1	-8	-12	-3	0	1	-1	9	4
CC(=O)c1ccc(Nc2cnn(C34CC5CC(CC(CC(=O)O)(C5)C3)C4)c(=O)c2Cl)cc1	-2	-3	-11	-5	-1	-27	12	3
CC1(C)O[C@@H]2[C@H](O1)[C@@H](COS(=O)(=O)O)O[C@H]2n1cc(Br)c(=O)[nH]c1=O	0	9	-16	6	-7	2	16	1
O=C(NCCc1ccc(C(F)(F)F)cc1)C1CCC(=O)N(CCCN2CCCC2=O)C1 (configuration not stated)	-5	-8	-6	8	-3	-8	10	2
O=C(O)/C(=C\c1ccco1)NC(=O)c1cccc2ccccc12	-5	0	-5	-3	-2	-8	7	-1
Cc1ccc(S(=O)(=O)N(C)C)cc1NC(=O)COC(=O)CNC(=O)C12CC3CC(CC(C3)C1)C2	-1	6	3	-4	1	-10	-4	0
O=C(NC(=S)Nc1ccc(NC(=O)c2ccccc2)cc1)c1ccc(F)cc1	-1	-4	-2	2	-6	-8	14	6
CSc1ccc(C2Nc3ccccc3-c3cc(C)nn32)cc1 (configuration not stated)	7	20	2	8	-1	-4	-266	-4
Cc1nnc(N2C(=O)C(=O)/C(=C(/O)c3ccc4c(c3)CC(C)O4)C2c2ccccc2F)s1 (configuration not stated)	3	-1	-18	-6	-1	-2	-77	1
COc1ccc(CCNC(=O)CC(=O)N/N=C/c2ccc(Br)cc2)cc1OC	-4	-7	-12	8	2	0	30	2
CCN(CC)c1ccc(/C=N/n2nnnc2N)c(O)c1	-5	-13	8	1	-1	-5	-280	-41
COc1ccccc1N1CCN(S(=O)(=O)CCNC(=O)c2ccccc2Br)CC1	-4	11	11	-4	1	3	8	1
Oc1ccc(N=Cc2cc(Br)c(N3CCOCC3)o2)cc1	15	12	38	7	-4	1	39	-13
COc1ccccc1CCC(=O)NCCCn1ccc2ccccc21	-2	7	-1	-9	-2	7	2	-5
CCCCCCSC1=C(C#N)C(c2ccccc2)CC(=O)N1 (configuration not stated)	-6	-11	11	-10	-4	-15	12	-1

(list continues)
compound	HKDC1 inh	Apaf1 inhib	PfGluPho inh	SENP7 block	SENP8 block-2	SENP6 inh	SENP8 block-1	SENP1 inh
CCC(Oc1ccc(Br)cc1Cl)C(=O)Nc1nnc(C2CC2)s1 (configuration not stated)	1	25	-11	1	8	6	11	2
NC(=O)C1CCN(C(=O)C2CCC(=O)N(CC3CCCCC3)C2)CC1 (configuration not stated)	-6	-3	-2	1	6	3	19	-1
CCOC(=O)CN(C(=O)CSc1nnc(-c2ccc(OC)c(OC)c2)o1)c1ccccc1	-7	6	8	12	0	-11	14	2
CCOc1cc(CNCCc2ccc(S(N)(=O)=O)cc2)ccc1OCC(=O)NC1CCCCC1	-1	29	-18	11	-7	1	15	2
Cc1ccc(Cn2c(SCc3cccnc3)nc3c2c(=O)n(C)c(=O)n3C)cc1	-3	-3	7	-2	-9	-30	17	0
